Source: PubChem BioAssay (The Scripps Research Institute Molecular Screening Center)
MITF inh: inhibitors of human MITF; 650,000 tested, 0.91% active; inhibition, % at 2.6 µM; AlphaScreen MITF homodimerization, bead proximity signal; O75030; in the data active = inhibition above about 50%;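 note: 0% = vehicle wells with protein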
Target sequence (O75030 whole entry, looked up): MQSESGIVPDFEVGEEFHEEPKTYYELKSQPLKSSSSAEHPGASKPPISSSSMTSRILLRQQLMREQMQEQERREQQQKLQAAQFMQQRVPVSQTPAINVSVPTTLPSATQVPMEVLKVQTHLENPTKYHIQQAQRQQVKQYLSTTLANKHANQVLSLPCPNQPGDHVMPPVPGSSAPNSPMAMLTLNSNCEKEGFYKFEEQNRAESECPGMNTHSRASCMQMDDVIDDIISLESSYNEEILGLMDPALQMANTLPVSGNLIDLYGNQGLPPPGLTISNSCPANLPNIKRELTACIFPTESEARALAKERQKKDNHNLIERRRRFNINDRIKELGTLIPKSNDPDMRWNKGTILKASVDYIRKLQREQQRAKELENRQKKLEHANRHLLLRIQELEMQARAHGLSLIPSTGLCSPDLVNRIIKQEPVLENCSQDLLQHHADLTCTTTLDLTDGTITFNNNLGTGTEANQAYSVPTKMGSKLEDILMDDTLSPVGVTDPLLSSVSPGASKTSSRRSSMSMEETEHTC
GPR151 ag: activates the human receptor GPR151. PathHunter beta-arrestin GPR151 cells, luminescence. activation, % at 11.2 µM. 650,000 tested, 1% active. AID 1508602; in the data active = activation above about 4.9%;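 note: 0% = median of compound wells and 100% = cells with positive control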
Target sequence (Q8TDV0 whole entry, looked up): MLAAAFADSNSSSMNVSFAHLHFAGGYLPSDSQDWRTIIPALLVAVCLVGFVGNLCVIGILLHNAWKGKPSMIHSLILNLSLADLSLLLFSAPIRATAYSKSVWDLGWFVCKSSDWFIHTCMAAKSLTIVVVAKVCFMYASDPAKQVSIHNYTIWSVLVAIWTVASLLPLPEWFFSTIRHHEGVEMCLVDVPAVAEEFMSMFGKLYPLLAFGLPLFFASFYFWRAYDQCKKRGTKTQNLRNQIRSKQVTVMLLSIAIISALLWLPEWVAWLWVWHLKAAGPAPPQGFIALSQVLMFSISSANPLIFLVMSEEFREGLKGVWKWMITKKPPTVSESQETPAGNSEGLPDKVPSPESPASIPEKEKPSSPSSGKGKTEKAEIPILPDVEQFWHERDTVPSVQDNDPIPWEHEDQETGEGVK
FBW7 activator: activators of human E3 ligase FBW7 | Q969H0 | AlphaScreen FBW7–phospho-cyclin E peptide binding, activator screen | normalized activity (activation), % at 26.1 µM | 650,000 tested, 0.13% active; in the data active = normalized activity above about 1.9%;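 note: purified mutant Fbw7 with reduced substrate affinity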
TEAD-YAP inh: TEAD-YAP interaction inhibition; inhibition, % at 9.12 µM; 640,000 tested, 1.4% active; AID 1259422; HEK-TIYL cells, TEAD-Gal4/YAP UAS-luciferase luminescence; in the data active = inhibition above about 32%;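 note: 0% = median of test compound wells and 100% = reference inhibitor wells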
An asterisk follows results filed as active; & = joins results of further samples.

Each structure is followed by: MITF inh	GPR151 ag	FBW7 activator	TEAD-YAP inh
COc1cc(Cl)c(C)cc1N1C(=O)CN(Cc2ccccc2)C1=S
 : -6	-0.1	0.2	-6
Cc1cccc(C(=O)Nc2ccc(NC(=O)c3cc(I)ccc3Cl)cc2)c1
 : 12	-0.7	-0.1	6
CCc1ccc(NC(=O)CSc2nnc(Cc3cccn3C)n2CCOC)cc1
 : 7	-4.0	-0.3	3
CCc1oc2cc(OC(C)=O)ccc2c(=O)c1-c1ccc2c(c1)OCCO2
 : -8	2.5	-0.2	-1
CCNC(=O)[C@@H]1C[C@@H](NC2CCCCCCC2)CN1Cc1cccc(OC)c1OC
 : 24	1.9	0.2	0
CCOc1ccc(C2CC(c3cccc(OC)c3OC)n3nnnc3N2)cc1Cl (stereo unspecified)
 : 6	2.1	-0.1	8
Cc1ccc(C2C3CSCC=C3C(C#N)=C(N)C2(C#N)C#N)cc1 (stereo unspecified)
 : 5	-0.6	0.2	-9
CCCn1c(=O)[nH]c2c(C(N)=O)nc(-c3cn(C)nc3C)nc21
 : -6	0.5	-0.1	-23
C(=C\c1ccco1)/C=N/Nc1nc(Nc2ccccc2)nc(N2CCOCC2)n1
 : 14	-0.9	-0.8	-12
COC(=O)C1=C(C)N(CC(C)C)C(=O)/C1=C\c1ccc(O)cc1
 : -4	-0.2	-0.2	3
O=C(NCc1cccs1)c1nn2c(C(F)(F)F)cc(-c3ccccc3)nc2c1Cl
 : 7	0.1	-0.1	3
O=C(Nc1cccc(Br)c1)c1ccn(C(=O)Nc2ccc(Cl)cc2)n1
 : 0	-0.6	-0.1	-32
COc1ccc(NC(=O)CN2CCC(Nc3nc(C)cc(=O)[nH]3)CC2)cc1
 : -3	-0.4	-0.1	-16
COc1ccc(N2C3=C(C(=O)CC(C)(C)C3)C(c3ccc4c(c3)OCO4)C3=C2CC(C)(C)CC3=O)cc1
 : 3	0.9	0.2	-6
O=C1C(=O)N(CCCCCl)c2ccccc21
 : -1	0.1	0.1	-1
Nc1cc(C(=O)OCC(=O)NCCC2=CCCCC2)ccc1Cl
 : -3	0.3	0.1	-2
CCOc1cc(C(=O)C(=O)c2ccc(OC)c(OCC)c2)ccc1OC
 : -3	1.5	0.2	-10
COC(=O)c1ccc(NC(=O)c2nccnc2CO)cc1
 : -1	-5.9	-0.1	-38
Cc1nc(N2CCC(C)CC2)c2c(C)c(C(=O)Nc3cccc(C(F)(F)F)c3)sc2n1
 : 0	-0.5	-0.1	0
COc1ccc(Cn2nnnc2CN2CCC(Nc3nc(C)cc(=O)[nH]3)CC2)cc1
 : -8	0.1	-0.1	-4
Cc1c(C(=O)O)oc2ccc(S(=O)(=O)N3CCCCCC3)cc12
 : 10	-0.1	-0.1	2
O=C1c2cccnc2C(Nc2cccc(F)c2)N1Cc1ccco1 (stereo unspecified)
 : 8	0.5	-0.1	10
CCOC(=O)C1=C(C)Nc2ncnn2C1c1cccs1 (stereo unspecified)
 : 1	-1.2	0.0	-8
CCN1CCC(NCc2ccc(Cl)cc2)CC1
 : -5	-0.1	0.0	-4
O=C(/C=C/c1cccc([N+](=O)[O-])c1)Nc1cc2cc(Br)ccc2oc1=O
 : -6	1.4	-0.1	-6
Cc1cc(C)c2c(n1)nn1c(C)c(CCC(=O)Nc3ccc(F)c(Cl)c3)c(C)nc21
 : -7	-0.3	-0.1	-3
COc1cccc(CNC(=O)CCC2CCCN(C(=O)CCOc3ccccc3)C2)c1 (stereo unspecified)
 : -2	-0.8	0.6	3
O=[N+]([O-])c1ccc(C2Nc3ccccc3S(=O)(=O)N2Cc2ccccc2)cc1 (stereo unspecified)
 : 3	6.7*	-0.2	-3
O=C(NCc1cccc(C(F)(F)F)c1)c1ccc2nc(-c3cccs3)sc2c1
 : 14	-0.2	0.3	-6
CSc1ccc(C(=O)NCC2CC(Cc3ccc(F)cc3)=NO2)cc1 (stereo unspecified)
 : 10	-0.5	0.1	1
CC1=C(C(=O)N2CCN(C(=O)c3ccco3)CC2)C2(CCCCC2)OC1=O
 : 19	-0.4	-0.1	-5
COc1ccc(C2CC(c3cccs3)=NN2c2nc(-c3ccc(S(=O)(=O)N4CCOCC4)cc3)cs2)cc1OC (stereo unspecified)
 : 5	-1.3	0.9	-4
COc1ccc(N=Nc2c(O)[nH]c(=O)[nH]c2=O)c([N+](=O)[O-])c1
 : 8	-0.6	0.3	5
CCOc1cccc(N2C(=O)NC(=O)/C(=C\c3cc(C)n(CC)c3C)C2=O)c1
 : 5	0.2	-0.1	-2
Cc1ccc(NC(=O)CCNC(=O)Cn2cnc3sc4c(c3c2=O)CCCC4)cc1F
 : 9	0.9	0.0	2
O=C(O)c1ccc(C(=O)Nc2ccc(Cl)cc2)c(C(=O)O)c1
 : 4	-1.3	0.0	0
COc1ccccc1CNC(=O)c1cc(S(=O)(=O)N2CCCC(C)C2)ccc1F (stereo unspecified)
 : 3	0.3	0.1	0
COc1cc(C2C3=C(CCCC3=O)Nc3ccc4nc(C)ccc4c32)cc(OC)c1OC (stereo unspecified)
 : 1	-0.5	0.0	5
CC1CCCCN1CCN1C(=O)C2C(C(=O)Nc3ccc(Cl)c(Cl)c3)C3C=CC2(O3)C1C(=O)NC1CCCCC1 (stereo unspecified)
 : 2	-0.6	0.5	1
O=C(Cc1cccnc1)N[C@H](Cc1ccc(Cl)cc1)c1nc2ccc(-c3cn[nH]c3)cc2c(=O)[nH]1
 : 4	5.5*	0.2	9
O=C(Nc1nnc(Cc2ccccc2)s1)c1cccs1
 : 3	0.0	0.0	-27
COc1ccccc1C1=N/C(=C\c2cccs2)C(=O)O1
 : 8	-0.9	0.2	-1
COc1ccc(NC(=O)CC(NCCC2=CCCCC2)C(=O)O)c(OC)c1 (stereo unspecified)
 : -1	-1.6	-0.2	-3
CCC(C)NC(=O)c1ccc(N2CCCC(C)C2)c([N+](=O)[O-])c1 (stereo unspecified)
 : -3	1.0	0.1	-16
COc1ccccc1NC(=O)CCC(=O)OCc1ccc(Br)cc1
 : -7	-1.7	0.2	8
CC(=O)c1ccc(S(=O)(=O)N(C)CC(=O)/C=C2/N(C)c3ccccc3C2(C)C)cc1
 : 4	0.8	0.1	38*
COc1ccc(C2=NN(C(=O)CCC(=O)O)C(c3ccccc3F)C2)cc1 (stereo unspecified)
 : 7	-1.7	0.6	0
COc1cc(NC(=O)c2ccccc2)c(Cl)cc1N=NC1=C(O)CC(C)(C)CC1=O
 : 9	-1.6	0.1	-3
CSc1nnc(SC2CC(=O)N(c3cc(Cl)cc(Cl)c3)C2=O)s1 (stereo unspecified)
 : 0	0.7	-0.2	4
CCOC(=O)Nc1ccc2c(CN3CCN(c4ccccc4)CC3)cc(=O)oc2c1
 : 13	-1.1	0.3	6

For convenience, 6 of the compounds above.
Each structure is followed by: MITF inh	GPR151 ag	FBW7 activator	TEAD-YAP inh
COc1ccccc1C1=N/C(=C\c2cccs2)C(=O)O1
 : 8	-0.9	0.2	-1
COc1ccc(NC(=O)CC(NCCC2=CCCCC2)C(=O)O)c(OC)c1 (stereo unspecified)
 : -1	-1.6	-0.2	-3
CCC(C)NC(=O)c1ccc(N2CCCC(C)C2)c([N+](=O)[O-])c1 (stereo unspecified)
 : -3	1.0	0.1	-16
COc1ccccc1NC(=O)CCC(=O)OCc1ccc(Br)cc1
 : -7	-1.7	0.2	8
CC(=O)c1ccc(S(=O)(=O)N(C)CC(=O)/C=C2/N(C)c3ccccc3C2(C)C)cc1
 : 4	0.8	0.1	38*
COc1ccc(C2=NN(C(=O)CCC(=O)O)C(c3ccccc3F)C2)cc1 (stereo unspecified)
 : 7	-1.7	0.6	0

(list continues)
Each structure is followed by: MITF inh	GPR151 ag	FBW7 activator	TEAD-YAP inh
CN1CCc2c(c3ccccc3n2C)C1
 : 6	2.6	-0.1	-4
Cn1c(NC(=O)NC(C)(C(F)(F)F)C(F)(F)F)cc(=O)n(C)c1=O
 : 2	1.2	0.1	-8
O=C(O)c1ccccc1SC1CCS(=O)(=O)C1 (stereo unspecified)
 : -4	-0.1	-0.1	-4
CCOc1ccc(CNCc2c(C(=O)O)[nH]c3cc(OC)ccc23)cc1
 : 16	-1.5	-0.1	2
CCCNc1nc(N2CCN(Cc3ccc4c(c3)OCO4)CC2)nc2c1ncn2-c1ccccc1
 : 2	1.5	-0.2	2
O=C(NCCSCc1ccccc1)c1ccc2c(=O)n(Cc3cccc(Br)c3)c(=S)[nH]c2c1
 : -4	0.0	-0.1	-8
CC[C@H](C)[C@@H]1NC(=O)[C@H]2CN(S(=O)(=O)c3cc(C)ccc3C)CCN2C1=O
 : 10	1.1	0.0	-13
N=C1SCC(=O)N1c1nccs1
 : 13	0.8	-0.1	-13
CN[C@H]1CC[C@@H](c2ccc(Cl)c(Cl)c2)c2ccccc21
 : 0&-2&10&-19	4.4&0.9&-1.3&-1.1	0.0&0.0&-0.1&0.0	-11&-14
CC(=O)c1ccc(C(C)(C)C)cc1N
 : 4	0.2	0.6	8

Further compounds follow:
| SMILES | MITF inh | GPR151 ag | FBW7 activator | TEAD-YAP inh |
| --- | --- | --- | --- | --- |
| O=C(C1CCCC1)N1CCN(S(=O)(=O)c2ccc(F)c(F)c2F)CC1 | -8 | 0.1 | -0.2 | -13 |
| Cn1cc(CCNCc2ccccc2OCC(O)CN2CCc3ccccc3C2)cn1 (stereo unspecified) | 9 | -1.9 | 0.0 | 5 |
| Cn1cc(CCNC(=O)CC2C(=O)NCCN2C2Cc3ccccc3C2)cn1 (stereo unspecified) | 7 | -0.3 | 0.0 | 5 |
| CN1CCN(c2ccc(-c3cccc(C(=O)Nc4ccc(Oc5ccccc5)cc4)n3)cc2)CC1 | -8 | -1.8 | -0.2 | -11 |
| COc1ccc(C(O)C(=O)N2CCC(C(=O)Nc3ccc4[nH]ncc4c3)CC2)cc1 (stereo unspecified) | 1 | -0.3 | 0.0 | -1 |
| Cc1oc(-c2ccccc2Cl)nc1CSCC(=O)N1CCCC1 | 8 | 0.0 | -0.1 | 58* |
| O=C(Nc1ccc2nsnc2c1)N1CCOCC1 | -3 | -1.4 | -0.2 | -7 |
| N#Cc1c(N)nc(SCC(=O)NCc2ccccc2)c(C#N)c1-c1ccccc1Cl | 10 | 1.0 | 0.1 | 58* |
| CC1CCN(C(=O)CCC(=O)N2CC(C)Oc3ccccc32)CC1 (stereo unspecified) | 2 | -1.3 | -0.2 | 3 |
| O=C(NC1CCCCCCC1)C1c2ccccc2C(=O)N1Cc1ccco1 (stereo unspecified) | -6 | 0.1 | -0.1 | -5 |
| O=C1N=C(N2CCc3ccccc3C2)S/C1=C\c1cccc(O)c1 | 14 | 0.2 | 0.0 | -5 |
| O=C(NCCNC(=O)c1ccccc1[N+](=O)[O-])c1ccc(F)cc1 | -10 | -0.4 | 0.7 | -4 |
| CC1CN(c2ncnc3c2cnn3-c2ccccc2)CC(C)O1 (stereo unspecified) | 0 | 1.9 | -0.1 | -51 |
| COc1ccc(-c2csc3ncnc(Oc4ccc5c(C)cc(=O)oc5c4)c23)cc1 | 3 | -0.8 | -0.1 | -5 |
| O=C(c1sc2nccc3c2c1N=NN3Cc1ccccc1)C12CC3CC(CC(C3)C1)C2 | -21 | 1.5 | 0.1 | -3 |
| COc1ccc(C2=NN(C(=O)CCC(=O)O)C(c3ccc(F)cc3)C2)cc1 (stereo unspecified) | 22 | -2.1 | 0.2 | 0 |
| CCN(CC)S(=O)(=O)c1ccc(-c2csc(N3N=C(c4ccccc4)CC3c3ccccc3)n2)cc1 (stereo unspecified) | 0 | 0.2 | 0.7 | 4 |
| Cc1occc1C(=O)N/N=C/c1cccc(Cl)c1 | -16 | -5.4 | -0.1 | -57 |
| CC1(C)C(C#N)=C(SCC(=O)c2ccc(Cl)cc2)NC(=O)C1C#N (stereo unspecified) | 19 | 1.6 | 0.1 | 4 |
| COC(=O)c1sccc1N/N=C/c1cc(Br)cs1 | 5 | -1.3 | 0.3 | -46 |
| COC(=O)/C(=C\c1c[nH]c2ccccc12)N=Cc1ccccc1 | -3 | 0.4 | 0.0 | 1 |
| Cc1ccc(C2CC(C(F)(F)F)n3nc(C(=O)Nc4cccc(Cl)c4Cl)cc3N2)cc1 (stereo unspecified) | 24 | 1.5 | 0.0 | 8 |
| COc1ccc(CNc2cccc(F)c2)cc1C | 15 | 0.9 | 0.2 | 9 |
| CCOC(=O)c1cc(NC(=O)c2ccccc2)c(=O)n2c1oc1ccc(Cl)cc12 | -1 | -0.7 | 0.0 | -2 |
| O=C(NCc1ccccc1)c1ccc2c(=O)n(-c3ccc(F)c(Cl)c3)c(=S)[nH]c2c1 | 12 | -1.3 | 0.3 | 5 |
